NLRP3 yeast inh: blocks the NALP3 inflammasome reconstituted in yeast; Yeast reconstituted NLRP3/ASC/caspase-1, beta-gal luminescence, 24 h; inhibition, % at 10 µM; 330,000 compounds, 0.39% hits; AID 2825;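 active = inhibition of 50% or more; inactive = inhibition below 50%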;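 also: plate controls were induced DMSO wells for no effect and uninduced yeast grown without galactose for full effect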
TIM10 inh: inhibits growth of TIM10 yeast strain | S. cerevisiae TIM10 strain growth, BacTiter-Glo luminescence, 24 h | inhibition, % at 10 µM | 330,000 compounds, 1.4% hits | AID 463195;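 active = inhibition of 40% or more at the single tested concentration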;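 also: wild-type TIM10 isogenic control strain grown at permissive 25 °C; 0% = DMSO yeast wells and 100% = minimal medium wells without yeast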
MPTP inh: permeability transition pore inhibition; isolated mouse mitochondria, Ca2+ swelling absorbance, 30 min; inhibition, % at 10 µM; 360,000 compounds, 1.4% hits;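 active = inhibition of 50% or more, scaled per plate between neutral and stimulator controls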;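 also: 0% = DMSO wells given calcium and 100% = 1 mM EGTA wells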
APJ ag: APJ receptor agonism; P35414; CHO-K1 APJ PathHunter beta-arrestin, luminescence; 0% DMSO wells, 100% apelin; activation, % at 20 µM; 330,000 compounds, 0.11% hits; AID 2520;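 active = activation more than six SD over the plate average, tested at 20 µM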;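 also: 0% = DMSO alone and 100% = apelin-13 at 10 nM; some results filed as inactive read as strong as hits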
Target sequence (P35414 whole entry, looked up): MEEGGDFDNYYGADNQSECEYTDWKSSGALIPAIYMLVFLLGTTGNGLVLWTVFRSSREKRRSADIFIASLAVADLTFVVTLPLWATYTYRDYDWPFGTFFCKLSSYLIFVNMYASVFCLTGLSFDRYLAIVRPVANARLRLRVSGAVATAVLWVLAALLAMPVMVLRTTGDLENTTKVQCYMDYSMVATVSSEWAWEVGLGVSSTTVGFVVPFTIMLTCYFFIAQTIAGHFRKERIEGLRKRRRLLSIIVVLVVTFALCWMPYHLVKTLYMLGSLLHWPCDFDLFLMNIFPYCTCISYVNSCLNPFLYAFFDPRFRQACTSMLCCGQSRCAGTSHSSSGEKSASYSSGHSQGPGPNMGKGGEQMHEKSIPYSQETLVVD
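Test system – PathHunter CHO-K1 APJ (AGTRL-1) beta-arrestin reporter cells · Input – 1000 cells/well · Compound – single test compound dose, 20 µM final, 1% DMSO · Times – compound stimulation 90 min at 25 °C, detection 60 min · Technique – beta-gal luminescence · Read-out basis – APJ–arrestin association signal · Control set – negative DMSO alone, positive Apelin-13 at 10 nM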
tim23-1 inh: tim23-1 yeast growth inhibition; S. cerevisiae tim23-1 growth, BacTiter-Glo luminescence, 24 h; inhibition, % at 20 µM; 330,000 compounds, 1.3% hits; AID 463212;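 active = growth inhibition of the mutant yeast at or above 50%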;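 also: temperature-sensitive mutant grown at 25 °C; plate controls were DMSO-treated mutant yeast for no effect and medium wells lacking yeast for full effect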
APJ antagonist: antagonists of human APJ apelin receptor. 330,000 compounds, 0.32% hits. AID 2521. CHO-K1 APJ beta-arrestin complementation, luminescence. inhibition, % at 20 µM;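 active = inhibition above about 40% at 20 µM, limit read from the data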;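 also: cells challenged with 10 nM apelin-13 agonist together with compound; plate controls were apelin-13 plus DMSO wells for no effect and DMSO wells lacking apelin-13 for full effect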
beta cell repl: inducers of beta-cell replication in MIN6 cells; MIN6 cells proliferation, ATPlite luminescence, 48 h; cells starved in 0.2% serum; 100% = growth in 10% serum; proliferation, % at 10 µM; 330,000 compounds, 0.29% hits; AID 2380;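 active = compounds whose signal lies at least 3.5 SD above the mean of all wells on their plate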;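 also: 0% = DMSO-treated cells in low-serum medium and 100% = 10% serum control; some compounds called inactive have numbers as strong as hits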
tim10-1 inh: tim10-1 yeast growth inhibition. 330,000 compounds, 2.2% hits. S. cerevisiae tim10-1 ts strain growth, BacTiter-Glo, 24 h. inhibition, % at 20 µM;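 active = inhibition of at least 40%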;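 also: mutant grown at 25 °C; 0% = DMSO wells with yeast and 100% = wells holding no yeast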
NR3A LBD binder: NR3A (human) ligand-binding domain modulation; NR3A LBD differential scanning fluorimetry, Tm shift; 0% = protein alone, 100% = glycine-bound protein; Tm shift relative to glycine control, % at 25 µM; 340,000 compounds, 2.5% hits; AID 1259313;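 active = melting temperature shift of at least 10% of the positive control shift, at one fixed dose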
Active calls of the source: *.

mol,NLRP3 yeast inh,TIM10 inh,MPTP inh,APJ ag,tim23-1 inh,APJ antagonist,beta cell repl,tim10-1 inh,NR3A LBD binder
COc1ccc(CCN(C)C(=O)CSc2ncnc3sccc23)cc1OC,19,5,-1.2,0,13,5,-2,9,-1
Cc1nc2sc(C(c3ccc(Cl)cc3)N3CCN(CCO)CC3)c(O)n2n1 (stereo unspecified),2,-11,1.4,-3,3,6,-6,-7,-1
Cc1ccc(N2C(=O)Nc3cc(Cl)c(Cl)cc3N2O)cc1Cl,-4,3,0.7,-2,-12,26,-2,6,-8
Cc1ccc(N2CCN(C(=O)N3CCOCC3)CC2)cc1C,19,-16,0.4,-1,-5,3,0,-11,-1
Cc1cc(C(=O)NCC2CCCO2)n(-c2ccccc2)n1 (stereo unspecified),1,2,-0.2,-3,3,14,1,-13,-1
COc1cc(C=O)ccc1OCCOc1ccccc1[N+](=O)[O-],-3,15,-4.8,-1,2,3,0,14,2
CCOc1ccc2nc(SCC(=O)NCc3ccccc3OC)[nH]c2c1,6,13,-0.3,-1,18,14,0,4,2
O=C(COC(=O)c1ccc(O)cc1)NCC1COc2ccccc2O1 (stereo unspecified),24,0,-0.8,-5,10,-6,4,2,1
C=CCn1c(SCC(=O)NCCc2ccccc2)nc2c([nH]c3ccccc32)c1=O,7,-18,1.2,-2,-11,8,-3,-14,0
Cc1ccc(Nc2ccc(NCc3ccccc3)nn2)cc1C,23,-17,5.0,-4,13,4,0,-22,-7
CC1CCc2c(C(=O)N3CCN(S(=O)(=O)c4cccs4)CC3)csc2C1 (stereo unspecified),16,2,4.2,-2,21,15,-1,14,-1
CCCC(=O)NC(Nc1ccc(S(=O)(=O)Nc2cc(C)on2)cc1)(C(=O)OCC)C(F)(F)F (stereo unspecified),7,10,-0.2,1,21,5,3,13,1
O=C(c1ccco1)N1CCN(Cc2nc(-c3cccs3)no2)CC1,-1,-13,2.8,-3,4,12,-2,-12,0
Cc1cc(NC(=O)CN2CCOCC2)n(-c2ccccc2)n1,22,-9,-0.7,-1,2,7,-1,-15,0
O=C(NCc1cn(-c2ccccc2)nc1-c1ccccc1)c1ccc([N+](=O)[O-])cc1,21,15,53*,-3,8,-17,-6,22,1
C=CCn1c2ccccc2c2nn(C)c(=S)nc21,16,-1,1.9,-4,27,12,2,22,-2
CC(C)(C)c1ccc(C(=O)CSc2n[nH]c(=O)[nH]c2=O)cc1,-2,2,-0.1,-3,-21,-4,-1,-14,2
O=C(Nc1cccc(Br)c1)c1ccccc1-c1ccccc1,27,36,3.9,3,48,3,0,29,-8
O=C(NC1CCCCC1)N1CCCCCCC1,10,0,1.5,-2,19,-15,0,13,0
Cc1ccc(N(CC(=O)N2CCOCC2)S(C)(=O)=O)cc1Cl,10,-16,1.0,-3,9,-20,-1,10,-1
CCOC(=O)Cn1c(=O)n(CC(=O)OCC)c2ccccc21,-23,-4,0.7,4,12,7,1,9,1
O=C(CN1CCOCC1)Nc1cccc([N+](=O)[O-])c1,19,9,0.4,1,-9,-11,0,-12,0
S=c1[nH]nc(-c2cc(-c3ccco3)[nH]n2)n1-c1ccccc1Cl,14,-2,0.2,-4,26,1,-1,21,-1
c1ccc2c(c1)OCCc1c-2[nH]c2ccccc12,15,20,0.4,5,61*,1,-2,46*,-5
O=C(COC(=O)c1cccc(C(F)(F)F)c1)NC(=O)NC1CCCC1,7,18,-1.3,-3,20,-6,-2,13,-1
N#Cc1ccccc1OCC(=O)OCC(=O)NC1CCS(=O)(=O)C1 (stereo unspecified),13,2,0.6,-4,12,4,-4,-4,0
O=c1c2ccccc2nc2n1C(CSCc1ccc(Cl)cc1)CS2 (stereo unspecified),5,11,3.4,0,21,7,-2,21,1
CCOc1ccc(NC(=O)CN(C)C(=O)CCN2C(=O)C3CC=CCC3C2=O)cc1OCC (stereo unspecified),7,-1,1.4,-2,11,0,1,6,1
Cc1ccc(S(=O)(=O)N2CCC(=O)N(CCOC(=O)Nc3ccccc3C)CC2)cc1,10,11,6.0,5,14,-3,4,6,-3
O=C(N/N=C/c1cccc(O)c1)c1cc(C2CC2)nc2ccccc12,13,-12,-0.5,-2,17,6,-4,11,-6
CCC(C)NC(=O)C1CCC(CNS(=O)(=O)c2ccc3c(c2)CC(C)N3C(=O)C2CC2)CC1 (stereo unspecified),8,8,0.3,6,16,15,-3,-5,-6
COc1ccc(C2C3=C(CC(C)(C)CC3=O)Oc3ncn(Cc4ccccc4)c(=N)c32)cc1 (stereo unspecified),-10,7,-2.1,-1,29,2,-5,9,-4
C/C(=N\N(C)C)C1=C(O)c2ccccc2C1=O,2,5,-0.8,-1,22,14,2,8,-4
COc1cc2cc(CCOC(=O)c3ccc(C#N)cc3)oc(=O)c2cc1OC,6,6,0.3,-1,22,24,-3,10,5
CCn1nc(C)c(CN2CCC(Oc3ccc(C(=O)N4CCCC4)cc3)CC2)c1C,12,-2,-1.7,16,6,3,1,7,-1
CC(C)(C)OC(=O)N1CCC(c2c(C(=O)NCC3CCN(C4CCCC4)C3)cnn2-c2ccccc2)CC1 (stereo unspecified),5,8,-0.4,-6,9,17,-3,4,1
Cc1ccc(F)c(NC(=O)C2CCCCC2C(=O)O)c1 (stereo unspecified),6,-16,-0.1,5,-9,19,-2,-2,1
Cc1cccc(C(=O)Oc2c(Br)cc(Br)cc2/C=N/NC(=O)c2ccncc2)c1,5,-4,-2.7,-5,1,13,0,-7,-1
S=c1nc[nH]c2c1cnn2Cc1ccccc1,18,16,-0.3,-3,17,-18,-3,9,0
CCO[C@H]1OC(C(=O)NCc2nc3ccccc3[nH]2)=C[C@@H](C2CCCCC2)[C@@H]1CCCO,3,8,-1.4,3,20,0,-3,9,-13
CC(=O)Nc1cccc(OCCCNS(=O)(=O)c2ccc(F)cc2)c1,23,0,6.4,-3,5,7,5,-3,0
Cc1c(NC(=S)NC(=O)C(C)(C)C)cccc1[N+](=O)[O-],23,-1,1.0,-3,15,-5,0,34,1
CCOC(=O)Nc1cc(NC(=O)OCC)c(C)nc1C,-9,3,1.3,-4,-17,-23,-2,8,-2
CC(Cc1c[nH]c2ccccc12)C(=O)NCc1ccco1 (stereo unspecified),-8,-17,1.7,-1,11,-11,-1,7,0
CCOc1ccc(NC(=S)NC(=O)/C=C/c2ccc(C)cc2)c([N+](=O)[O-])c1,32,3,-0.1,1,7,6,-5,8,1
O=C(CCS(=O)(=O)c1ccccc1)Nc1nc2c(s1)COc1ccccc1-2,18,4,0.5,-3,42,13,-7,37,-5
O=C(NCc1ccccc1)C1=C[C@@H](c2ccc(Br)cc2)C[C@@H](OCc2ccc(CO)cc2)O1,13,15,-1.4,-2,31,1,-8,27,-1
COc1ccc(C(=O)Nc2nnc(Cc3cccs3)s2)cc1OC,13,-6,0.1,-3,-7,-1,-1,6,-1
CCOc1cccc(=O)c2c(C)n(-c3ccc(C(=O)O)cc3)c(C)c12,6,13,-0.1,-4,8,-1,-4,15,-1
COc1ccc(Cn2c(=O)[nH]c3cc(C(=O)N4CCN(c5ccccc5F)CC4)ccc3c2=O)cc1,-11,13,-1.1,-2,2,0,-1,10,-6
Cc1cc(S(=O)(=O)N2CCN(c3ccccn3)CC2)ccc1F,6,-1,-0.3,-5,12,14,-2,3,4
CC(NS(=O)(=O)c1cccc(S(=O)(=O)c2ccccc2)c1)C(=O)O (stereo unspecified),2,-24,-0.7,-1,8,-28,0,14,4
Cn1c(=O)c2c(n(C)c1=O)=NC1(CCCCC1)N=2,-3,12,-0.2,-7,-4,9,-2,-1,1
CC1(C)C=C2[C@H]3CC[C@@H]4[C@@]5(C)CCC(=O)C(C)(C)[C@@H]5CC[C@@]4(C)[C@]3(C)CC[C@@]2(C(=O)O)CC1,17,7,10,-1,12,13,-8,3,-5
Cc1ccc(N(CC(=O)NCc2ccco2)C(=O)CCC(=O)Nc2nccs2)cc1C,12,-22,-1.4,-1,-2,-15,0,-4,0
O=C(COc1ccc([N+](=O)[O-])cc1)N1CCc2ccccc2C1,14,5,1.9,1,25,1,-3,18,-4

Next structures:
mol,NLRP3 yeast inh,TIM10 inh,MPTP inh,APJ ag,tim23-1 inh,APJ antagonist,beta cell repl,tim10-1 inh,NR3A LBD binder
CC(NC(=O)c1cccs1)c1n[nH]c(=S)n1C (stereo unspecified),7,6,0.9,2,12,-3,0,5,-3
COc1ccc(C2=NS(=O)(=O)N(C)C(C(=O)NC3CCCC3)=C2)cc1OC,13,-5,0.5,3,-1,5,2,-8,0
CNC[C@H]1Oc2c(NS(=O)(=O)c3ccc(F)cc3)cccc2C(=O)N([C@H](C)CO)C[C@@H]1C,2,2,-1.7,-2,4,5,-2,-1,1
COC(C(=O)Nc1ccnn1C1CCN(Cc2ccc(C)o2)CC1)c1ccccc1 (stereo unspecified),14,-8,0.0,-7,-12,8,-2,11,3
Cc1nc(SCC(=O)NC(=O)NC(C)(C)C)nc(C)c1C,2,8,0.0,-5,12,1,-3,21,0
Cc1cc(C)n2nc(C)c(Br)c2n1,5,10,1.3,-4,-1,5,-2,22,-2
C=CCCCCCCCCC(=O)NN,38,17,-0.8,3,35,9,-2,11,1
CCc1nc(C#N)c(N2CCCCC2)o1,-1,6,1.1,0,9,-9,-4,7,0

Just APJ antagonist (two entries from above):
smiles | APJ antagonist
CCOC(=O)Cn1c(=O)n(CC(=O)OCC)c2ccccc21 | 7
O=C(CN1CCOCC1)Nc1cccc([N+](=O)[O-])c1 | -11

Next section
mol,NLRP3 yeast inh,TIM10 inh,MPTP inh,APJ ag,tim23-1 inh,APJ antagonist,beta cell repl,tim10-1 inh,NR3A LBD binder
O=C(C(=O)c1cccnc1)c1cccnc1,15,6,2.6,-1,-14,18,-1,-4,2
O=C(CSc1cn[nH]n1)Nc1ccc(O)c(C(=O)O)c1,13,-1,-0.3,2,6,5,0,-11,1
CCSc1nnc2n1C(C)(C)Cc1ccccc1-2,16,11,-1.0,-8,7,-2,1,19,-1
O=C(CCN1CCN(c2ccccc2)CC1)NNC(=O)c1cccc2ccccc12,16,-11,0.0,9,19,2,0,-8,-2
O=C(NCc1csc2ccc(Cl)cc12)Nc1ccccc1,3,13,85*,-1,6,4,-2,7,23*
CCN(CC(=O)NCc1ccc(F)cc1)C(=O)C(C)Oc1cccc(Cl)c1 (stereo unspecified),6,0,-0.7,-3,9,15,-1,2,0
O=C(CCNC(=O)c1ccc([N+](=O)[O-])cc1)Nc1ccc(F)cc1F,17,-4,-0.7,-4,-20,2,-3,17,-1
CC(=O)c1cccc(NC(=O)CNC(=O)c2sc3ccccc3c2Cl)c1,2,1,1.2,-2,-4,4,-2,-9,5
Cc1ccsc1/C=C1\SC(=S)N(CC2CCCO2)C1=O (stereo unspecified),39,4,0.7,-1,14,2,-5,21,1
CC(C)CNS(=O)(=O)c1ccc(CCC(=O)Nc2ccc3c(c2)OCCO3)cc1,21,-9,1.0,-5,2,-11,-2,6,-1
COc1ccc(CNC(=O)C/C(C)=N/NC(=O)COc2ccccc2)cc1,12,-1,-1.2,0,3,11,-3,4,0

Assay outcomes deposited in PubChem BioAssay by Sanford-Burnham Center for Chemical Genomics.
